Salmonella PhoP GFP = Inhibition of PhoP regulon, Salmonella typhi GFP reporter cells, confirmation, 4 h (AID 1850) | 310,000 tested, 0.33% active | inhibition, % at 50 µM, or IC50 in µM where a hit was titrated | Salmonella Typhi PhoP-promoter GFP reporter, fluorescence, 4 h; higher % means a stronger effect; in the data active = a potency from the dose series; inconclusive = inhibition mostly from about 25% at the one dose, without a potency; inactive = the rest, 99 in 100 with inhibition below about 19%;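 also: 0% = induced wells with vehicle and 100% = uninduced wells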
M. tuberculosis HTS = M. tuberculosis growth inhibition, HTS (AID 449762). M. tuberculosis H37Rv growth inhibition, 7H9 media; higher % means a stronger effect. inhibition, % at 25 µM; hits with a dose series show IC50 in µM. 330,000 tested, 0.59% active; in the data active = a potency from the dose series; inconclusive = inhibition above about 70% without an active follow-up result;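 also: bacterial growth assessed after seven days of incubation; strong numbers were not always called active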
M. tuberculosis = growth inhibition of non-replicating M. tuberculosis (AID 488890); 320,000 tested, 0.39% active; one-dose inhibition, % at 25 µM; IC50 in µM for titrated hits; Mycobacterium tuberculosis non-replicating, growth inhibition; higher % means a stronger effect; in the data active = a potency from the dose series; inconclusive = inhibition mostly from about 82% at the one dose, without a potency; inactive = the rest, 99 in 100 with inhibition below about 76%;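 also: plate controls were DMSO cells for no effect and high antibiotic wells for full effect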
influenza NS1A = H1N1 influenza NS1A inhibitors, functional cell based assay (AID 504329); NS1A functional cell-based assay, percent inhibition; higher % means a stronger effect; inhibition, % at 12.5 µM; hits with a dose series show IC50 in µM; 340,000 tested, 0.3% active; in the data active = a potency from the dose series; inconclusive = inhibition above about 27% without an active follow-up result; also: strong numbers were not always called active
VEEV TC-83 Vero = inhibitors of VEEV TC-83 cytopathic effect, confirmation, Vero cells (AID 588727); 350,000 tested, 0.13% active; one-dose inhibition, % at 20 µM; IC50 in µM for titrated hits; Vero cells, VEEV TC-83 cytopathic effect inhibition; higher % means a stronger effect; in the data active = a potency from the dose series; inconclusive = inhibition mostly from about 14% at the one dose, without a potency; inactive = the rest, 99 in 100 with inhibition below about 12%; also: strong numbers were not always called active
* = called active by the depositor; i = inactive; ? = inconclusive; . = no result given.

Letter code – A = Salmonella PhoP GFP; B = M. tuberculosis HTS; C = M. tuberculosis; D = influenza NS1A; E = VEEV TC-83 Vero
CC(=O)Nc1ccc(S(=O)(=O)N2CCN(C34CC5CC(CC(C5)C3)C4)CC2)cc1
  A: 7%	B: 6%	C: -9%	D: 1%	E: 2.8%
N#Cc1cc2c(nc1SCC(=O)Nc1sc3c(c1C#N)CCC3)CCC2
  A: -2%	B: -12%	C: -7%	D: 11%	E: i
Cc1oc(-c2ccccc2)cc1C(=O)Nc1cccc(C(=O)O)c1
  A: 4%	B: -1%	C: 18%	D: -9%	E: 0.7%
Cc1ccc(NC(=O)C2CCN(C(=O)c3ccc(Cl)cc3)CC2)nc1
  A: 1%	B: 18%	C: 11%	D: -14%	E: 6.1%
COc1cccc(CN2CCN(C(=O)c3ccco3)CC2)c1OC
  A: -14%	B: -5%	C: -5%	D: -3%	E: 2.1%
O=C(c1ccc(F)cc1)c1ccc(CN2C(=O)c3ccccc3C2=O)o1
  A: -4%	B: -1%	C: 28%	D: -15%	E: 0.3%
CC(NC(=O)Cc1ccc(S(=O)(=O)N2CCCCC2)cc1)c1ccccc1 (stereo not drawn)
  A: .	B: -13%	C: 14%	D: 2%	E: i
CC(=O)Nc1ccc(S(=O)(=O)NCC(=O)OCC(=O)N2CC(C)OC(C)C2)cc1 (stereo not drawn)
  A: .	B: -1%	C: -12%	D: -3%	E: 1.2%
COc1ccc(C(=O)NCc2ccc3c(c2)OCO3)c(OC)c1
  A: -3%	B: -8%	C: -12%	D: 0%	E: 3.7%
CCN(CC)C(=O)CSc1ncnc2sc(-c3ccccc3)cc12
  A: -6%	B: 4%	C: 54%	D: -21%	E: i

An excerpt from above, reduced to influenza NS1A.
structure	influenza NS1A
Cc1ccc(NC(=O)C2CCN(C(=O)c3ccc(Cl)cc3)CC2)nc1	-14%
COc1ccc(C(=O)NCc2ccc3c(c2)OCO3)c(OC)c1	0%
N#Cc1cc2c(nc1SCC(=O)Nc1sc3c(c1C#N)CCC3)CCC2	11%
CCN(CC)C(=O)CSc1ncnc2sc(-c3ccccc3)cc12	-21%
CC(=O)Nc1ccc(S(=O)(=O)NCC(=O)OCC(=O)N2CC(C)OC(C)C2)cc1 (stereo not drawn)	-3%
CC(NC(=O)Cc1ccc(S(=O)(=O)N2CCCCC2)cc1)c1ccccc1 (stereo not drawn)	2%
CC(=O)Nc1ccc(S(=O)(=O)N2CCN(C34CC5CC(CC(C5)C3)C4)CC2)cc1	1%

Individual results from the entries so far:
CC(NC(=O)Cc1ccc(S(=O)(=O)N2CCCCC2)cc1)c1ccccc1 (stereo not drawn) in M. tuberculosis HTS is entered as -13%
COc1ccc(C(=O)NCc2ccc3c(c2)OCO3)c(OC)c1 in influenza NS1A is entered as 0%
COc1cccc(CN2CCN(C(=O)c3ccco3)CC2)c1OC in influenza NS1A is entered as -3%

(continued)
Letter code – A = Salmonella PhoP GFP; B = M. tuberculosis HTS; C = M. tuberculosis; D = influenza NS1A; E = VEEV TC-83 Vero
C=CCn1c(SCC(=O)Nc2ccccc2)nc2scc(-c3cccs3)c2c1=O
  A: 4%	B: -7%	C: .	D: 8%	E: i
O=C(NCCCN1CCOCC1)C(=O)N/N=C/c1ccccc1
  A: 3%	B: -10%	C: -11%	D: 2%	E: 0.1%
O=C(O)C1=C[C@H](c2csc3ccccc23)C[C@H](OCCCCO)O1
  A: 8%	B: 2%	C: 54%	D: -1%	E: 2.0%
O=CN(Cc1nc2ccccc2[nH]1)c1ccc(C(=O)O)cc1
  A: .	B: .	C: .	D: -4%	E: 0.1%
Cc1ccc(S(=O)(=O)NC(=O)Nc2ccccc2)cc1
  A: -8%	B: 1%	C: -9%	D: -8%	E: 1.9%
O=c1[nH]c(=O)n(Cc2ccco2)c2c1C(C(F)(F)F)(C(F)(F)F)N=C(CCc1ccccc1)N2
  A: -10%	B: 4%	C: 17%	D: 7%	E: i
CCOc1ccc(C(=O)N2CCc3cc(OC)c(OC)cc3C2)cc1OCC
  A: 1%	B: 1%	C: 12%	D: -9%	E: 9.0%
CCNc1nc(CC)nc2c1oc1ccccc12
  A: -2%	B: -8%	C: 9%	D: -8%	E: 2.9%
CCCCn1c2nc3ccccc3nc2c2c(=O)n(CC(C)C)cnc21
  A: .	B: .	C: .	D: -11%	E: 0.9%
Cc1ccc(NC(=O)OCc2cn(-c3ccc(Cl)cc3)nn2)cc1
  A: -3%	B: 37%	C: -4%	D: -1%	E: i
CCOC(=O)C1=C(COC(=O)CNC(=O)c2cccc(C)c2)NC(=O)NC1C (stereo not drawn)
  A: 3%	B: 0%	C: -6%	D: -8%	E: 0.4%
CC1SCC(=O)N(CC(=O)Nc2ccc3c(c2)OCO3)C1=O (stereo not drawn)
  A: -1%	B: 0%	C: -20%	D: 0%	E: i
c1ccc(CN=C2NN=C(c3cc4ccccc4o3)CS2)cc1
  A: 5%	B: 13%	C: 41%	D: 4%	E: 0.3%
COc1ccc(OC)c(C(=O)Nc2c(O)ccc3ccccc23)c1
  A: 10%	B: 4%	C: 19%	D: 2%	E: 2.8%
O=C(Cc1ccc(Cl)cc1)Nc1cccc(-c2nnc(-c3ccco3)o2)c1
  A: 6%	B: -2%	C: 1%	D: 4%	E: 8.2%
CN1CCN(c2ccccc2NC(=O)c2ccccc2F)CC1
  A: 0%	B: 0%	C: 12%	D: -14%	E: 0.3%
O=C1Cn2c(nc3ccccc32)-c2ccccc2N1
  A: 11%	B: -3%	C: 31%	D: 2%	E: 0.8%
CCCc1cc(=O)oc2cc(C)cc(OCC(=O)Nc3ccc(S(N)(=O)=O)cc3)c12
  A: 6%	B: 5%	C: -2%	D: 12%	E: 0.7%
N#C/C(=C\c1ccccc1)C(=O)NC1CC1
  A: 2%	B: -1%	C: 1%	D: -3%	E: i
Nc1nc(-c2ccc(-c3ccccc3)cc2)cs1
  A: -6%	B: 4%	C: 27%	D: 2%	E: 3.3%

The final 2 compounds of the part above come first, to join the parts.
Letter code – A = Salmonella PhoP GFP; B = M. tuberculosis HTS; C = M. tuberculosis; D = influenza NS1A; E = VEEV TC-83 Vero
N#C/C(=C\c1ccccc1)C(=O)NC1CC1
  A: 2%	B: -1%	C: 1%	D: -3%	E: i
Nc1nc(-c2ccc(-c3ccccc3)cc2)cs1
  A: -6%	B: 4%	C: 27%	D: 2%	E: 3.3%
CCOc1ccc(N2C(=O)C3Sc4[nH]c(=O)sc4C(c4ccc(OC)c(OC)c4)C3C2=O)cc1 (stereo not drawn)
  A: 5%	B: 5%	C: -7%	D: -3%	E: 0.5%
CN1CCC(N(C)S(=O)(=O)c2ccc(NC(=O)COc3ccc(F)cc3)cc2)CC1
  A: 1%	B: -6%	C: 6%	D: -4%	E: 0.9%
CCOc1ccc(C(=O)Nc2ccc(C(F)(F)F)n(C)c2=O)cc1
  A: -6%	B: 10%	C: 11%	D: 6%	E: 1.0%
Cc1ccccc1Cn1c(=O)n(CCCC(=O)NCc2ccco2)c(=O)c2ccccc21
  A: 28%	B: 3%	C: -10%	D: 0%	E: 8.6%
N#C/C(=C/c1ccc(C(=O)O)cc1)C(=O)NCc1ccccc1
  A: 9%	B: -8%	C: -8%	D: 21%	E: 1.4%
CC(C)CNC(=O)c1cc2nc3c(c(C(F)(F)F)n2n1)CCc1ccccc1-3
  A: 6%	B: 3%	C: 3%	D: 18%	E: i
COc1ccc(-c2cc(C(=O)Nc3ccc(S(=O)(=O)Nc4onc(C)c4C)cc3)c3ccccc3n2)cc1OC
  A: 24%	B: 2%	C: 25%	D: 10%	E: 1.2%
CC(OC(=O)c1cc(S(=O)(=O)N2CCOCC2)ccc1F)C(=O)NCc1ccc2c(c1)OCO2 (stereo not drawn)
  A: -3%	B: -2%	C: -9%	D: 0%	E: 1.1%
Cc1cccn2cc(-c3cccc(S(=O)(=O)N4CCCCC4)c3)nc12
  A: -9%	B: 3%	C: 4%	D: 22%	E: 8.2%
O=c1c(Cc2ccc(Cl)cc2)c(O)ccn1Cc1ccncc1
  A: 3%	B: -2%	C: -3%	D: -7%	E: 1.1%
CCN(CC)c1ccc(CC(=O)NC(C)Cc2ccccc2)cc1 (stereo not drawn)
  A: 8%	B: 0%	C: 12%	D: -8%	E: i
Cc1cc2c(cc1S(=O)(=O)N1CCN(c3ccc(Cl)cc3)CC1)OCCN2C
  A: -2%	B: -10%	C: -11%	D: 13%	E: 0.9%
Cc1c(C(=O)OCC(=O)N2CCCC2)cccc1[N+](=O)[O-]
  A: -5%	B: -9%	C: ?	D: 0%	E: i
Cc1nc(Cc2ccc(OC(C)C)cc2)[nH]c(=O)c1CC(=O)O
  A: 1%	B: -6%	C: -3%	D: 3%	E: 1.0%
Cc1nc(C(F)(F)F)c(C(=O)N/N=C(\N)c2cccnc2)s1
  A: 9%	B: -10%	C: -10%	D: -5%	E: 1.1%
CCC(CC)NC(=O)C1CCN(S(=O)(=O)c2cccs2)CC1
  A: 12%	B: 2%	C: 0%	D: -18%	E: 0.8%
CCn1nnc2cc(C(=O)N3CCC(C(=O)OC)CC3)ccc21
  A: .	B: -1%	C: -5%	D: -2%	E: 5.3%
CN1CCN(CC(=O)N2N=C(c3cccs3)CC2c2ccco2)CC1 (stereo not drawn)
  A: -4%	B: 3%	C: 16%	D: -8%	E: 0.5%
CC(NC(=O)C1CC2CCCC(C1)C2=O)c1ccccc1 (stereo not drawn)
  A: 8%	B: -6%	C: -11%	D: 2%	E: 1.5%
C/C(Cl)=C\Cn1c(O)c(N=NC(N)=S)c2cc(Br)ccc21
  A: 8%	B: 32%	C: 36%	D: 12%	E: 4.4%
COc1cccc(C(C)NC(=O)C2CCCC2)c1 (stereo not drawn)
  A: -5%	B: 3%	C: 28%	D: 4%	E: i
Cc1ccc(Nc2nc(NCC3CCCO3)nc(N)c2[N+](=O)[O-])cc1C (stereo not drawn)
  A: -7%	B: 7%	C: -26%	D: 1%	E: 1.0%
CCc1ccccc1NC(=S)N1N=CCC1c1ccccc1 (stereo not drawn)
  A: 7%	B: -7%	C: 1%	D: -14%	E: 1.2%
Cc1cc(C)n2c(SCc3ccccc3Cl)nnc2n1
  A: 1%	B: -8%	C: 38%	D: 3%	E: i
Cc1occc1-c1nnc(SCC(=O)NCCc2ccccc2)n1Cc1ccccc1
  A: -7%	B: 2%	C: 37%	D: 6%	E: 2.2%
O=C(NCc1ccc(Cl)cc1)c1cc2ccccn2n1
  A: -6%	B: -2%	C: 42%	D: 0%	E: 5.3%
O=C(NCC1CC1)c1ccc(Oc2cc(Cl)cc(Cl)c2)o1
  A: -5%	B: 9%	C: 39%	D: -17%	E: i
O=C(NCCCN1CCCCCC1)c1ccc(CS(=O)(=O)Cc2ccccc2F)o1
  A: .	B: .	C: .	D: 13%	E: 2.1%
OCCC1CN(Cc2ccc3c(c2)CCO3)CCN1Cc1ccc(F)cc1 (stereo not drawn)
  A: -1%	B: -9%	C: -3%	D: -2%	E: 0.1%
COc1ccc(C(Cl)=C(c2ccc(OC)cc2)c2ccc(OC)cc2)cc1
  A: 1%	B: 10%	C: -2%	D: 7%	E: 0.1%
Cc1ccc(S(=O)(=O)N2CCCCC2)cc1NC(=O)CNc1ccc(C(F)(F)F)cc1
  A: 18%	B: -5%	C: 26%	D: -5%	E: 6.0%
Cc1ccccc1Cn1ccc(NC(=O)c2nc3ncccn3n2)n1
  A: 6%	B: -2%	C: -14%	D: 5%	E: 0.8%
CC(=O)N1CCN(C(=O)c2cc(S(=O)(=O)N(C)Cc3ccccc3)ccc2Cl)CC1
  A: .	B: .	C: .	D: -16%	E: 3.6%
CCOc1ccc(Br)cc1C(=O)N/N=C/c1ccc([N+](=O)[O-])cc1
  A: -10%	B: 8%	C: 5%	D: 1%	E: 1.4%
Cc1cccc(N(C(=O)c2csnn2)C(C(=O)NC2CCCCC2)c2ccccn2)c1C (stereo not drawn)
  A: -19%	B: 10%	C: -12%	D: 5%	E: 1.1%
CCC(=O)Nc1cccc(-c2cn3cccc(C)c3n2)c1
  A: 2%	B: 6%	C: 7%	D: .	E: 7.0%
Cn1c(N)c(N=O)c(=O)n(C)c1=O
  A: -14%	B: -1%	C: -11%	D: -5%	E: 2.2%
N#Cc1cnn(-c2ccc(F)cc2)c1N
  A: -1%	B: 5%	C: 16%	D: 0%	E: 1.3%
Cc1nn(CCN)c(C)c1Cl
  A: 7%	B: 2%	C: -3%	D: 10%	E: 1.7%
C[C@@H]1O[C@@H](O[C@@H]2C=C3CCC4C(CC[C@]5(C)[C@@H](c6ccc(=O)oc6)CC[C@]45O)[C@@]3(C)CC2)[C@H](O)[C@H](O)[C@H]1O (stereo partly drawn)
  A: -10%	B: -4%	C: 12%	D: 5%	E: 24%

Bioassay records from PubChem BioAssay.
